# From PubChem BioAssay
# IDH1 R132H inh: inhibitors of IDH1 R132H reductase, primary screen, biochemical, plate reader, single point | Isocitrate dehydrogenase [NADP] cytoplasmic (Homo sapiens), O75874 | diaphorase/resazurin fluorescence, 60 min | inhibition, % at 10 µM | 70,000 tested, 0.18% active | AID 624101, 2012; in the data active = inhibition above about 34%;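 note: 0% = DMSO and 100% = no enzyme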
# Target sequence (O75874 whole entry R132H): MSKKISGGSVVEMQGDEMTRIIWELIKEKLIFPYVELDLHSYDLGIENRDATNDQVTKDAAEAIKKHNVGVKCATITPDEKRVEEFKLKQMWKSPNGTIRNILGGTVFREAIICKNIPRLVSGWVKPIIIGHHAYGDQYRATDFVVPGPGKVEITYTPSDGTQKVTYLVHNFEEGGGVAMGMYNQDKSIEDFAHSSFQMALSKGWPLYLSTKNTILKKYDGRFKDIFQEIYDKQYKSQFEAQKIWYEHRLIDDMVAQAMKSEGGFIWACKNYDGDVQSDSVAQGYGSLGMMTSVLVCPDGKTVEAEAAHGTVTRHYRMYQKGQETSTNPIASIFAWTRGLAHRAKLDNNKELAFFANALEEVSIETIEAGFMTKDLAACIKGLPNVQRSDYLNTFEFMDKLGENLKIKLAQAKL
# EZH2 inh: EZH2/PRC2 methyltransferase inhibitors, primary screen, biochemical, DELFIA time-resolved fluorescence, single point | PRC2 H3K27 methylation, DELFIA TRF, 1 h | AID 651548, 2012 | Histone-lysine N-methyltransferase EZH2 (Homo sapiens), Q15910 | inhibition, % at 12.5 µM | 57,000 tested, 0.35% active;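 active = mean inhibition of replicates at least 50% and every single replicate also reaching 50%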;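 note: dimethyl H3K27 on biotinylated H3 21-44 peptide detected by antibody; plate controls were median neutral control wells for no effect and median positive control wells for full effect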
# An asterisk follows results filed as active; x = no result given.
SMILES,IDH1 R132H inh,EZH2 inh
COc1ccc(-c2cnc3c(c2)C(=O)N([C@@H](C)CO)C[C@@H](C)[C@H](CN(C)Cc2ccc(C(=O)O)cc2)O3)cc1,0.3,x
Cc1ccc(S(=O)(=O)Nc2cccc(C(=O)NC(C)(C)CO)c2)cc1,-0.8,-8
Nc1nc(CN2CCN(C(=O)c3ccco3)CC2)nc(N2CCCc3ccccc32)n1,-0.7,0
CO[C@@H]1CN(C)C(=O)c2ccc(NC(=O)NC(C)C)cc2OC[C@@H](C)N(CCC(F)(F)F)C[C@@H]1C,0.5,-5
C[C@@H]1CN([C@H](C)CO)S(=O)(=O)c2ccc(C#CC3(O)CCCC3)cc2O[C@H]1CN(C)C(=O)Cc1ccncc1,15,-11
C[C@H]1CN([C@@H](C)CO)C(=O)Cc2cc(NC(=O)CCCN(C)C)ccc2O[C@H]1CN(C)Cc1ccc(-c2ccccc2)cc1,0.7,x
CCCC(=O)Nc1ccc2c(c1)C(=O)N(C)C[C@@H](OC)[C@H](C)CN(CCC(F)(F)F)[C@@H](C)CO2,x,-21
CN(C)CC(=O)N[C@H]1CC[C@H](CCNC(=O)Nc2ccc(C(F)(F)F)cc2)O[C@H]1CO,0.4,-25
Nc1nc(N)nc(-c2cc(Cl)ccc2Cl)n1,1.2,-2
COc1ccc(-c2ccc(CCC(=O)O)n2-c2ccc(N(C)C)cc2)cc1,-0.5,1
C[C@@H]1CN([C@@H](C)CO)C(=O)c2cc(-c3ccncc3)cnc2O[C@H]1CN(C)Cc1ccc(F)cc1,0.3,-9
C[C@@H]1CN([C@H](C)CO)C(=O)c2cccc(NC(=O)Nc3ccc4c(c3)OCO4)c2O[C@@H]1CN(C)C(=O)Nc1ccc(F)cc1,2.5,x
CC(C)CC#Cc1ccc2c(c1)O[C@@H](CN(C)C(=O)c1cccnc1)[C@@H](C)CN([C@@H](C)CO)S2(=O)=O,39*,-29
C[C@H](CO)N1C[C@H](C)[C@H](CN(C)C(=O)c2ccncc2)Oc2ncc(-c3ccc(C(=O)N(C)C)cc3)cc2C1=O,-1.8,-1
COc1ccc(S(=O)(=O)Nc2ccc3c(c2)C(=O)N([C@H](C)CO)C[C@H](C)[C@H](CN(C)C(=O)Nc2ccc(F)cc2)O3)cc1,-6.0,x
COc1ccc(NC(=O)Nc2ccc3c(c2)C(=O)N([C@H](C)CO)C[C@@H](C)[C@H](CN(C)Cc2ccncc2)OCCCC[C@H](C)O3)cc1,1.0,x
C[C@H](O)C#Cc1ccc2c(c1)O[C@@H](CN(C)C(=O)C1CCC1)[C@H](C)CN([C@H](C)CO)S2(=O)=O,x,-5
C[C@H]1CN([C@@H](C)CO)C(=O)c2cccc(NC(=O)CCCCCC(=O)Nc3ccccc3N)c2O[C@@H]1CN(C)Cc1ccc(Cl)c(Cl)c1,x,-16
C[C@H]1CN([C@@H](C)CO)C(=O)c2cccc(NS(=O)(=O)c3ccccc3)c2O[C@H]1CN(C)C,0.4,7
O=C(Nc1ccc2c(c1)[C@@H]1C[C@@H](CC(=O)N3CCCCC3)O[C@H](CO)[C@@H]1O2)c1ccc2c(c1)OCO2,-0.4,10
C[C@H]1CN([C@@H](C)CO)C(=O)c2cc(NC(=O)Nc3ccc(F)cc3)ccc2O[C@@H]1CN(C)C,1.8,x
C[C@H](CO)N1C[C@H](C)[C@@H](CN(C)Cc2ccccc2)Oc2ccc(NC(=O)Cn3cnnn3)cc2CC1=O,2.1,2
Cc1noc(C)c1NC(=O)Nc1cccc2c1O[C@H](CN(C)Cc1ccc(Cl)c(Cl)c1)[C@@H](C)CN([C@H](C)CO)C2=O,-1.2,12
COc1ccc(S(=O)(=O)N[C@H]2CC[C@H](CC(=O)O)O[C@H]2CO)cc1,0.3,0
N#Cc1ccccc1CSc1nc(N2CCCCC2)nc(N2CCCCC2)n1,0.1,-4
CCCC#Cc1cnc2c(c1)C(=O)N([C@@H](C)CO)C[C@H](C)[C@H](CN(C)Cc1ccccc1F)O2,-0.5,1
C/C=C/c1ccc2c(c1)O[C@@H](CN(C)C(=O)Nc1cccc(F)c1)[C@@H](C)CN([C@H](C)CO)S2(=O)=O,0.1,-11
C[C@H](CO)N1C[C@H](C)[C@H](CN(C)S(=O)(=O)c2ccc(Cl)cc2)OCCCC[C@H](C)Oc2ccc(NS(=O)(=O)c3ccc(F)cc3)cc2C1=O,-2.4,x
COC(=O)c1cccc2oc3cc(CO)cc(O)c3c(=O)c12,0.6,6
CCCN(C)C[C@H]1Oc2cc(C#Cc3cccnc3)ccc2S(=O)(=O)N([C@H](C)CO)C[C@H]1C,0.0,-8
COCc1cn(CC[C@@H]2CC[C@@H](NC(=O)Nc3ccccc3)[C@H](CO)O2)nn1,0.0,22
C[C@H](CO)N1C[C@H](C)[C@H](CN(C)Cc2cccnc2)OCc2ccccc2-c2c(n(C)c3ccccc23)C1=O,x,-7
COc1ccc(NC(=O)Nc2ccc3c(c2)[C@@H]2C[C@H](CC(=O)NCc4ccc(-c5ccccc5)cc4)O[C@@H](CO)[C@@H]2O3)cc1,-0.1,-7
C[C@H]1CN([C@@H](C)CO)C(=O)c2cc(Br)cnc2O[C@@H]1CN(C)Cc1cccc(C(=O)O)c1,x,-10
COc1ccccc1-c1cnc2c(c1)C(=O)N([C@H](C)CO)C[C@@H](C)[C@@H](CN(C)Cc1cccnc1)O2,-0.3,-16
COc1ccc(S(=O)(=O)Nc2ccc3c(c2)C(=O)N([C@@H](C)CO)C[C@@H](C)[C@@H](CN(C)S(=O)(=O)c2ccc(C)cc2)OCCCC[C@H](C)O3)cc1,3.3,x
COc1ccc(S(=O)(=O)N(C)C[C@H]2Oc3ccc(NC(=O)c4ccncc4)cc3CC(=O)N([C@@H](C)CO)C[C@H]2C)cc1,2.7,x
CC(C)NC(=O)N(C)C[C@H]1Oc2ccc(NC(=O)c3ccncc3)cc2CC(=O)N([C@@H](C)CO)C[C@H]1C,2.6,x
COc1ccc(NC(=O)Nc2ccc3c(c2)C(=O)N([C@@H](C)CO)C[C@@H](C)[C@@H](CN(C)Cc2ccc(C(F)(F)F)cc2)OCCCC[C@H](C)O3)cc1,0.3,x
CNC[C@H]1OCCCC[C@H](C)Oc2ccc(NS(=O)(=O)c3c(C)noc3C)cc2C(=O)N([C@@H](C)CO)C[C@@H]1C,-0.4,x
CC(C(=O)Nc1cccc(Br)c1)N(c1ccc(Cl)cc1)S(C)(=O)=O (stereo not drawn),-0.4,10
Cc1ccc(S(=O)(=O)Nc2ccc3c(c2)C(=O)N([C@H](C)CO)C[C@H](C)[C@H](CN(C)C(=O)NC(C)C)O3)cc1,0.2,7
COc1ccccc1N1CCN(C(=O)CSc2nc3ncnc(N)c3[nH]2)CC1,1.7,12
Cc1ccc(OC(=O)N(C)C[C@H]2OCc3cn(nn3)CCCC(=O)N([C@@H](C)CO)C[C@@H]2C)cc1,-0.1,3
CC(C)NC(=O)Nc1ccc2c(c1)CC(=O)N([C@@H](C)CO)C[C@H](C)[C@@H](CN(C)C(=O)Nc1ccc(C(F)(F)F)cc1)O2,3.0,x
Cn1c(Cc2cccc3ccccc23)nnc1SCc1ccccc1C#N,-0.6,30
CCCNC(=O)C[C@H]1C[C@@H]2c3cc(NS(=O)(=O)c4ccc(OC)cc4)ccc3O[C@@H]2[C@H](CO)O1,-0.5,9
COc1ccc(NC(=O)CN(C2CCCCC2)S(C)(=O)=O)cc1OC,-0.4,-3
O=C(C[C@@H]1C=C[C@@H](NC(=O)C2CC2)[C@@H](CO)O1)Nc1ccccc1,-0.1,-2
CCNC(=O)C[C@@H]1C=C[C@H](NC(=O)C2CC2)[C@@H](CO)O1,0.0,4
CO[C@@H]1CN(C)C(=O)c2ccc(NC(=O)c3ccccc3F)cc2OC[C@@H](C)N(CC2CCOCC2)C[C@@H]1C,-0.1,-7
O=C(NCc1cccnc1)C1CC(c2ccccc2Cl)=NO1 (stereo not drawn),0.1,7
CCOc1ccc(C(=O)c2oc3ccccc3c2NC(=O)c2cc3ccccc3oc2=O)cc1,0.2,-1
CCC(=O)Nc1ccc2c(c1)C(=O)N(C)C[C@H](OC)[C@@H](C)CN(Cc1ccccc1OC)[C@H](C)CO2,-0.4,-4
COc1ccc(S(=O)(=O)Nc2cccc3c2O[C@@H](CN(C)Cc2ccc(Cl)c(Cl)c2)[C@H](C)CN([C@@H](C)CO)C3=O)cc1,0.8,x
Cc1nc(SCC(=O)n2c3c(c4ccccc42)CCCC3)n[nH]1,0.5,-22
CN(C)C(=O)C[C@@H]1C=C[C@@H](NC(=O)NC2CCCC2)[C@H](CO)O1,0.2,9
Cc1noc(C)c1S(=O)(=O)Nc1cccc2c1O[C@H](CN(C)Cc1ccc(C(=O)O)cc1)[C@@H](C)CN([C@H](C)CO)C2=O,3.1,x
CO[C@H]1CN(C)C(=O)c2cc(NS(C)(=O)=O)ccc2OC[C@H](C)N(Cc2cncnc2)C[C@@H]1C,-0.3,3
C[C@@H]1CN([C@H](C)CO)C(=O)c2cc(NS(=O)(=O)c3cn(C)cn3)ccc2O[C@@H]1CN(C)Cc1ccc(-c2ccccc2)cc1,-0.2,2

# Profiles, looked up by structure. Order of screens: IDH1 R132H inh, EZH2 inh
# `COc1ccc(S(=O)(=O)Nc2ccc3c(c2)C(=O)N([C@@H](C)CO)C[C@@H](C)[C@@H](CN(C)S(=O)(=O)c2ccc(C)cc2)OCCCC[C@H](C)O3)cc1` is entered as 3.3, x
# `COc1ccc(S(=O)(=O)Nc2ccc3c(c2)C(=O)N([C@H](C)CO)C[C@H](C)[C@H](CN(C)C(=O)Nc2ccc(F)cc2)O3)cc1` is entered as -6.0, x

# (list continues)
SMILES,IDH1 R132H inh,EZH2 inh
CCOC(=O)c1ccc(/C=N/O)[n+](Cc2ccccc2)c1,-2.2,9
Cc1ccc(S(=O)(=O)N[C@H]2CC[C@H](CC(=O)NCc3ccccc3F)O[C@H]2CO)cc1,-0.4,-6
CO[C@H]1CN(C)C(=O)c2ccc(NC(=O)Nc3c(C)noc3C)cc2OC[C@@H](C)N(CC2CC2)C[C@@H]1C,-0.1,7
C[C@@H]1CN([C@H](C)CO)C(=O)c2cc(NC(=O)Nc3ccc4c(c3)OCO4)ccc2O[C@@H]1CN(C)C(=O)Nc1ccc2c(c1)OCO2,0.2,x
COc1ccc(S(=O)(=O)N[C@H]2C=C[C@H](CC(=O)N3CCC(Cc4ccccc4)CC3)O[C@@H]2CO)cc1,-0.5,-5
COc1ccc(NC(=O)N(C)C[C@H]2OCCCC[C@H](C)Oc3ccc(NC(=O)Nc4cccc5ccccc45)cc3C(=O)N([C@@H](C)CO)C[C@H]2C)cc1,0.4,x
CNC(=S)N(Cc1ccco1)C1CC(=O)N(c2ccc(C(=O)OC)cc2)C1=O (stereo not drawn),0.3,-8
C[C@@H]1CN([C@H](C)CO)C(=O)c2cc(-c3ccccc3)cnc2O[C@H]1CN(C)C(=O)c1ccccc1F,0.1,3
CC(=O)Nc1cccc(NC(=O)CSc2nnnn2C)c1,0.2,-9
CO[C@@H]1CN(C)C(=O)c2cc(NC(=O)c3ccccc3)ccc2OC[C@H](C)N(C(C)=O)C[C@@H]1C,0.1,7
C[C@@H]1CN([C@H](C)CO)C(=O)c2cc(NC(=O)CCC(F)(F)F)ccc2O[C@@H](C)CCCCO[C@H]1CN(C)C(=O)c1ccncc1,-2.0,x
C[C@H]1CN([C@@H](C)CO)C(=O)Cc2cc(NC(=O)Cn3cnnn3)ccc2O[C@H]1CN(C)Cc1ccccc1,4.7,11
COc1ccc(NC(=O)Nc2ccc3c(c2)C(=O)N([C@@H](C)CO)C[C@H](C)[C@@H](CN(C)S(=O)(=O)c2cccs2)OCCCC[C@@H](C)O3)cc1,2.1,x
C[C@@H]1CN([C@@H](C)CO)C(=O)c2cc(-c3cncnc3)cnc2O[C@H]1CN(C)C(=O)CN1CCOCC1,-1.5,8
C[C@H]1CN([C@@H](C)CO)C(=O)c2cccc(NC(=O)c3cnccn3)c2O[C@H]1CN(C)Cc1ccccc1,3.2,-4
COc1ccc(Br)cc1/C=N/NC(=O)c1ccccn1,0.5,3
CC(C)C#Cc1ccc2c(c1)O[C@H](CN(C)C)[C@@H](C)CN([C@@H](C)CO)S2(=O)=O,-0.1,11
COc1ccccc1NC(=O)Cn1cc(C(=O)c2ccccc2F)c2ccccc21,0.3,-4
Cc1noc(C)c1NC(=O)Nc1ccc2c(c1)C(=O)N([C@@H](C)CO)C[C@H](C)[C@@H](CN(C)S(C)(=O)=O)O2,3.9,x
CCCCCCCCC/C=C/C(=O)CCc1ccc(O)c(OC)c1,5.1,x

# Looked up by compound from above:
SMILES,IDH1 R132H inh,EZH2 inh
C[C@H]1CN([C@@H](C)CO)C(=O)c2cccc(NC(=O)c3cnccn3)c2O[C@H]1CN(C)Cc1ccccc1,3.2,-4
Cc1noc(C)c1NC(=O)Nc1ccc2c(c1)C(=O)N([C@@H](C)CO)C[C@H](C)[C@@H](CN(C)S(C)(=O)=O)O2,3.9,x
CCOC(=O)c1ccc(/C=N/O)[n+](Cc2ccccc2)c1,-2.2,9
C[C@@H]1CN([C@H](C)CO)C(=O)c2cc(-c3ccccc3)cnc2O[C@H]1CN(C)C(=O)c1ccccc1F,0.1,3
C[C@@H]1CN([C@H](C)CO)C(=O)c2cc(NC(=O)CCC(F)(F)F)ccc2O[C@@H](C)CCCCO[C@H]1CN(C)C(=O)c1ccncc1,-2.0,x
COc1ccc(NC(=O)Nc2ccc3c(c2)C(=O)N([C@@H](C)CO)C[C@H](C)[C@@H](CN(C)S(=O)(=O)c2cccs2)OCCCC[C@@H](C)O3)cc1,2.1,x

# Not all compounds are listed. The share of hits here may be higher or lower than overall.
